Bioassay records (PubChem)
CFTR F508del cor = CFTR F508del correction in bronchial cells. CFBE cells, YFP halide quenching; stimulated with forskolin plus potentiator P3; % fluorescence drop versus neutral controls. activity (quench increase), % at 7.58 µM. actives 0.36% (n = 350,000). AID 720511;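 active means mean added fluorescence quench of at least 8% versus neutral control, with both replicates also reaching 8%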;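 further: cells transiently co-express mutant CFTR-F508del with the halide-sensitive YFP; corrector assay measuring rescue of mutant channel to the surface after 24 h compound exposure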
esBAF inh = inhibitors of esBAF chromatin remodeling in mouse ES cells. reporter increase, % at 12.5 µM. actives 2% (n = 350,000). Bmi1-luciferase knock-in reporter, 24 h; 100% = twice the neutral-well signal. AID 602393; in the data active means activation above about 40%;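 further: 0% = median of the plate's neutral control wells and 100% = double that signal; a rise in the Bmi1 reporter signal indicates esBAF inhibition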
RAD52 inh = inhibitors of human RAD52 DNA annealing; actives 0.46% (n = 360,000); recombinant RAD52 DNA annealing, FRET fluorescence; P43351; AID 651710; inhibition, % at 18.7 µM;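 active means every replicate showing at least 50% inhibition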
Xi reactivation = activators of X-chromosome reactivation in mouse fibroblasts | XiGFP mouse fibroblasts, % GFP-positive cells imaging, 3 d; cells co-treated with 5-aza-dC sensitizer; scaled so ellipticine positive control = 100% | activation, % at 7.58 µM | actives 0.055% (n = 360,000) | AID 743238;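 active means mean normalized replicate activation at least 10% and every replicate at or above 10%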;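 further: 0% = median of on-plate neutral control wells and 100% = ellipticine 6 µM median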
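System: XiGFP fibroblasts, SV40-immortalized. Medium: DMEM plus 5-aza-dC sensitizer. Doses: single point. Timing: 3 d treatment, 15 min room-temperature fixation. Control set: ellipticine 6 µM.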
GSIS activator = primary screen for activators of insulin secretion dependent on glucose, INS-1E cells, GLuc reporter luminescence; INS-1E GLuc reporter insulin secretion, 2-3 h; AID 743287; activation, % at 16.6 µM; actives 0.61% (n = 370,000);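 active means lowest replicate activation of at least 40%, so every replicate reaches that level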;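 further: 0% = median of neutral control wells and 100% = median of IBMX positive control wells; some compounds called inactive have numbers as strong as hits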
RAD54 branch = RAD54 (human) branch migration inhibition | Q92698 | RAD54 Holliday junction branch migration, FAM/BHQ fluorescence | inhibition, % at 10.4 µM | actives 0.14% (n = 360,000) | AID 602329;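 active means mean normalized replicate activity at least 40 and at least half of replicates scoring 40 or more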;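 further: 0% = median of neutral control wells and 100% = median of positive control wells; inhibitors cause a drop in the FAM fluorescence signal; in these data hits start at about 50%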
ERAP1 inh = blocks human ERAP1 aminopeptidase activity; recombinant ERAP1, Leu-AMC fluorescence, 60 min; inhibition, % at 10.7 µM; actives 0.15% (n = 340,000); AID 652197;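 active means mean replicate inhibition of at least 30%, or all replicates individually reaching that 30% level; inactive means mean below 30% and not every replicate reaching it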;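 further: 0% = neutral control wells and 100% = L-leucinethiol positive control wells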
Target sequence (Q9NZ08 whole entry, looked up): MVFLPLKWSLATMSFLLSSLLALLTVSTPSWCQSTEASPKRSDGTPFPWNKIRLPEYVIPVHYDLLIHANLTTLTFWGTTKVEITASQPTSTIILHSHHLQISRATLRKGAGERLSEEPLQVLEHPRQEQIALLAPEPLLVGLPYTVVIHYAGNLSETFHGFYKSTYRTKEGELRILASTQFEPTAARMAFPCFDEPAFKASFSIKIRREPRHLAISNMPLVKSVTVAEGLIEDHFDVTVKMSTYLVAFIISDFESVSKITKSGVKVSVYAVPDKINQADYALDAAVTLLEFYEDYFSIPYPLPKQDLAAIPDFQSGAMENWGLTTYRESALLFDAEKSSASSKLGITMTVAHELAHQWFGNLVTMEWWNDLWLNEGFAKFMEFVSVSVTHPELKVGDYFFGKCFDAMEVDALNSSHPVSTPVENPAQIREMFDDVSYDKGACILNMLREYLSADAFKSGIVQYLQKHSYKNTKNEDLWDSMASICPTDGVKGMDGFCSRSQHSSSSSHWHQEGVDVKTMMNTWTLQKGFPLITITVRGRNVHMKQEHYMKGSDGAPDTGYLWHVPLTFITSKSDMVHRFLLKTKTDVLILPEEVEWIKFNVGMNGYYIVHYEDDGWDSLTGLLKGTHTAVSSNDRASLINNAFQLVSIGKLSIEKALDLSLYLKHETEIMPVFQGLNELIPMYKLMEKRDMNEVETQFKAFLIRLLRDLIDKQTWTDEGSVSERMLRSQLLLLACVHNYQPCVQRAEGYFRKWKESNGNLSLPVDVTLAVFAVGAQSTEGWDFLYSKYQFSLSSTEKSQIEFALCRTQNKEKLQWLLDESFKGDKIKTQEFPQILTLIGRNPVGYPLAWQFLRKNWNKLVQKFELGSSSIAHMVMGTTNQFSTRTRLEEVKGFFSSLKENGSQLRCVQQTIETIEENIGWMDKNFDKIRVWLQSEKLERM
ARNT TACC3 PPI = ARNT/TACC3 interaction disruption. Q9Y6A5. AlphaScreen His-ARNT PAS-B/GST-TACC3 binding, luminescence; TACC3 fragment carries E629A point mutation. inhibition, % at 9.99 µM. actives 0.66% (n = 390,000). AID 623870;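 active means mean inhibition of replicates at least 50% and at least half of replicates each reaching 50%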;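 further: 0% = complete ARNT plus TACC3 wells and 100% = ARNT alone without TACC3; many hits fall short of the cut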
Starred values were filed as active, the others as inactive; . = no result given.

SMILES	CFTR F508del cor	esBAF inh	RAD52 inh	Xi reactivation	GSIS activator	RAD54 branch	ERAP1 inh	ARNT TACC3 PPI
O=C(C[C@H]1CC[C@H]2[C@@H](COC[C@@H](O)CN2Cc2ccc(Oc3ccccc3)cc2)O1)N1CCN(c2ccccc2)CC1	7.4	7	-22	0.3	-4	-6	-1	25
O=C(NCCc1ccc(F)cc1)Nc1ccccc1Cl	1.0	19	6	-0.1	-8	-5	-4	-7
O=C(C1CCC1)N1CCc2cc(S(=O)(=O)NCCCN3CCCCC3)ccc21	-2.3	3	-7	0.0	5	-13	1	2
COCC#Cc1cnc2c(c1)C(=O)N([C@@H](C)CO)C[C@H](C)[C@@H](CN(C)C(=O)C1CC1)O2	0.0	.	3	-0.7	19	3	0	-1
C[C@@H]1CCCCO[C@@H](CN(C)C(=O)C2CCCCC2)[C@@H](C)CN([C@@H](C)CO)C(=O)c2cc(NC(=O)Nc3ccc(C(F)(F)F)cc3)ccc2O1	1.8	-9	-6	-0.7	-9	18	0	2
CCOC(=O)N1CCN(C(=O)C2CCN(S(=O)(=O)c3ccc(NC(C)=O)cc3)CC2)CC1	-2.2	1	-14	-0.1	2	-13	1	-4
C[C@H](O)[C@@H]1C(=O)N2CCc3ccc(N4CCOCC4)cc3[C@@H]2C[C@@H]1N(C)C(=O)C(C)(C)C	-1.9	-8	-5	0.2	.	-4	-3	2
COc1ccccc1NC(=O)NCCN1CCN(c2cccc(Cl)c2)CC1	0.7	-8	-6	0.2	-6	-6	-4	-9
CCOc1ccc(NC(=O)CN(C)C(=O)CN2C(=O)c3ccc([N+](=O)[O-])cc3C2=O)cc1OCC	-3.8	-5	-1	0.0	10	3	2	.
CCOC(=O)C(=O)C1=C(N2CCOCC2)/C(=C\c2cccc([N+](=O)[O-])c2)CC1	0.4	-9	-14	-0.1	-38	.	0	0
COc1ccc(-n2c(SCC(=O)/C(C#N)=C(\C)N)nc3ccccc3c2=O)cc1OC	-1.2	.	-20	0.2	9	.	.	-6
C[C@@H]1CN([C@@H](C)CO)C(=O)c2cc(NC(=O)CCC(F)(F)F)ccc2O[C@@H](C)CCCCO[C@H]1CN(C)Cc1ccc(C(F)(F)F)cc1	1.1	-5	-31	-0.4	-19	-8	-2	2
O=C1NC[C@@H](CCCCN2CCN(CCc3ccccc3)C(=O)C2=O)N(CCC2CCCCC2)C1=O	0.7	.	3	-0.1	-7	.	0	.
CN(C)S(=O)(=O)c1ccc(C(=O)Nc2nnc(-c3ccc4c(c3)CCCC4)o2)cc1	1.2	3	-5	0.1	-1	-6	.	4
COc1ccc(CNC(=O)C[C@H]2C[C@H](C(=O)N3CCCCC3)[C@@]3(C)c4[nH]c5cc(CCC(=O)N(C)C)ccc5c4CCN3C2=O)cc1OC	-1.2	-8	-10	0.6	2	-22	-1	.
O=C(Nc1ccc(Br)cc1)C1CCCN(S(=O)(=O)c2cccnc2)C1 (centres undefined)	-1.0	.	-11	-0.1	10	.	-1	.
CCc1cc(C(=O)c2ccccc2)c(N)s1	-6.0	-1	-14	0.0	-9	2	1	-2
Cc1cc(-c2ccc(C(C)C)c(S(=O)(=O)NCCN3CCC(C)CC3)c2)on1	1.8	-5	-43	0.2	27	6	-4	4
Cc1ccc(S(=O)(=O)N(C)C[C@H]2Oc3c(NS(=O)(=O)c4cn(C)cn4)cccc3C(=O)N([C@H](C)CO)C[C@@H]2C)cc1	0.0	-5	.	-0.9	-3	.	.	.
COc1cccc(CN2[C@H](CO)[C@@H](c3ccccc3)C23CN(C(=O)C2CCCC2)C3)c1	4.3	.	8	0.1	-16	.	2	.
Cc1cccc(NC(=O)CSCC(=O)Nc2ccccc2N2CCCC2)c1	2.8	4	-29	-0.1	-49	10	-2	.
CCn1c(N)cc(=O)[nH]c1=S	0.5	.	-8	-0.1	-7	.	-1	-11
Fc1cccc(Cc2noc(CN3CCCN(C4Cc5ccccc5C4)CC3)n2)c1	1.2	.	-21	0.0	-3	.	-4	8
CCOc1ccc(S(=O)(=O)NC2CCCC2)cc1	-2.0	8	-16	-0.1	22	-3	-2	-2
COCCn1c(SCCOc2ccccc2)nc2ccccc2c1=O	-2.0	1	1	0.2	4	7	1	-4
COc1ccccc1NC(=O)c1sc2ncn(Cc3ccccc3C)c(=O)c2c1C	3.8	-2	-2	.	-4	.	0	-3
C[C@@H]1CN([C@@H](C)CO)C(=O)c2cc(C3=CCCC3)cnc2O[C@@H]1CN(C)Cc1ccccc1C(=O)O	-0.5	-6	8	-0.1	8	-12	-3	4
C[C@@H]1CN([C@@H](C)CO)C(=O)Cc2cc(NC(=O)Nc3ccccc3)ccc2O[C@H]1CN(C)S(=O)(=O)c1ccc(Cl)cc1	-4.6	-2	-9	-0.8	12	-3	-1	11
Cc1cccnc1NC(=O)Nc1ccc(Cl)cc1	-0.6	71*	-6	0.0	-6	5	-1	2
COCCN(Cc1ccccc1)C(=O)c1cc(S(=O)(=O)N2CCCCCC2)ccc1OC	0.8	-7	9	0.1	-14	.	2	-2

Already shown: an excerpt of the list.
SMILES	CFTR F508del cor	esBAF inh	RAD52 inh	Xi reactivation	GSIS activator	RAD54 branch	ERAP1 inh	ARNT TACC3 PPI
O=C(Nc1ccc(Br)cc1)C1CCCN(S(=O)(=O)c2cccnc2)C1 (centres undefined)	-1.0	.	-11	-0.1	10	.	-1	.
CCc1cc(C(=O)c2ccccc2)c(N)s1	-6.0	-1	-14	0.0	-9	2	1	-2
Cc1cc(-c2ccc(C(C)C)c(S(=O)(=O)NCCN3CCC(C)CC3)c2)on1	1.8	-5	-43	0.2	27	6	-4	4
Cc1ccc(S(=O)(=O)N(C)C[C@H]2Oc3c(NS(=O)(=O)c4cn(C)cn4)cccc3C(=O)N([C@H](C)CO)C[C@@H]2C)cc1	0.0	-5	.	-0.9	-3	.	.	.
COc1cccc(CN2[C@H](CO)[C@@H](c3ccccc3)C23CN(C(=O)C2CCCC2)C3)c1	4.3	.	8	0.1	-16	.	2	.
Cc1cccc(NC(=O)CSCC(=O)Nc2ccccc2N2CCCC2)c1	2.8	4	-29	-0.1	-49	10	-2	.
CCn1c(N)cc(=O)[nH]c1=S	0.5	.	-8	-0.1	-7	.	-1	-11

Remaining list, next part.
SMILES	CFTR F508del cor	esBAF inh	RAD52 inh	Xi reactivation	GSIS activator	RAD54 branch	ERAP1 inh	ARNT TACC3 PPI
O=C(C[C@@H]1CC[C@H]2[C@@H](COC[C@@H](O)CN2Cc2ccncc2)O1)NCc1ccccc1Cl	-0.9	-2	7	0.0	5	10	-3	-6
CN(C)CCCNC(=O)c1cc(C(=O)c2ccccc2)c[nH]1	1.5	-1	-7	0.1	16	-5	-3	-6
COc1ccc(C(=O)NC(C)c2ccc(-n3ccnc3)cc2)c(OC)c1 (centres undefined)	-5.1	.	-3	0.2	17	-3	3	22
COc1ccc(NC(=O)c2cc(-c3ccc(C)c(C)c3O)n[nH]2)cc1Cl	-0.5	1	-3	0.3	-23	4	0	3
COc1ccc(N[C@@H]2CCN3C(=O)c4ccccc4[C@@H]3C[C@H]2O)cc1	1.4	8	-5	0.1	.	0	-2	11
CC(C)OC(=O)NCCOC(=O)Nc1ccc(Cl)cc1	0.4	.	6	-0.1	-39	.	-1	-1
CCOC(=O)Cn1nc(NC(=O)c2ccc(C(=O)OC)cc2)cc1C	-3.4	-4	0	0.1	-2	-3	-3	1
COc1ccc(NC(=O)Nc2ccc3c(c2)C(=O)N([C@H](C)CO)C[C@@H](C)[C@@H](CN(C)C(=O)NC2CCCCC2)OCCCC[C@H](C)O3)cc1	0.2	-1	3	-0.1	-2	-10	0	7
CCOc1ccc(NC(=O)CN(C)S(=O)(=O)c2ccc(-c3ccc(=O)[nH]n3)s2)cc1	0.1	-4	-24	0.0	-8	-5	0	2
CC(=O)Nc1ccc2c(c1)C(=O)N(C)[C@@H]1CC[C@@H](CC(=O)NCCCN3CCOCC3)O[C@H]1CO2	-3.8	-2	1	0.3	6	.	.	.
C[C@H](CO)N1C[C@H](C)[C@H](CN(C)CC2CCCC2)OCc2cnnn2CCCC1=O	1.4	1	3	0.1	1	-2	0	-12
C[C@@H]1CN([C@H](C)CO)C(=O)c2cc(NC(=O)Cc3ccccc3)ccc2O[C@H]1CN(C)CC1CCCCC1	4.1	3	-10	-0.7	3	3	2	0
O=S(=O)(c1ccc(SCCOc2ccccc2Cl)nc1)N1CCCC1	-1.3	6	-1	0.3	-29	5	3	-5
COC(=O)[C@]1(Cc2ccccc2N=[N+]=[N-])N=C(c2ccc(OCCCO)cc2)O[C@@H]1c1ccccc1	2.2	.	-13	.	.	-23	3	-17
CCN(CC)c1ncnc2c1ncn2[C@H]1CN(Cc2ccccc2)C[C@@H](CO)O1	-0.5	-1	-4	0.3	19	-3	-1	.
COc1ccc(NC(=O)CCNC(=O)c2ccccc2Cl)cc1OC	0.2	3	-10	0.3	20	3	0	3
CC1(C)N=C(c2ccc(Cl)cc2)C(=O)N1	-3.1	4	8	.	4	-3	2	-1
CCCNC(=O)c1ccc(Cn2c(=S)[nH]c3c([nH]c4ccc(OC)cc43)c2=O)cc1	.	26	.	0.2	8	1	.	-1
COc1cc(/C(C)=N\NC(N)=S)cc(OC)c1OC	-2.1	.	-5	0.1	.	3	5	-4
CCN(CC(=O)Nc1ccccc1C(F)(F)F)C(=O)c1cc2c(s1)CCCCC2	-2.3	.	-7	-0.2	-15	.	0	-5
C[C@H]1CN([C@@H](C)CO)C(=O)Cc2cc(NS(=O)(=O)c3ccc(Cl)cc3)ccc2O[C@H]1CN(C)Cc1ccccc1	2.2	4	0	0.7	-13	-3	1	-3
CO[C@@H]1CN(C)C(=O)c2cc(NS(C)(=O)=O)ccc2OC[C@H](C)N(Cc2cocn2)C[C@H]1C	-0.3	.	-4	-0.3	5	.	1	.
O=C(NCCc1ccc(Cl)cc1Cl)c1cncc(Br)c1	0.3	-10	2	0.0	.	-1	1	-40
O=C(CN1CCN(c2ccccn2)CC1)Nc1ccc(Oc2ccccc2)cc1	.	-5	.	.	-18	4	.	-4
COc1ccccc1CNc1cc(C)ccc1C	-4.3	-3	-4	.	10	6	0	-6
C[C@@H]1CN([C@@H](C)CO)C(=O)c2cc(NC(=O)c3ccccc3)ccc2O[C@@H](C)CCCCO[C@@H]1CN(C)S(=O)(=O)c1ccccc1	0.6	1	-48	0.2	10	2	0	-2
COc1ccc(-n2c(SCC(=O)N3CCC(C(=O)O)CC3)nc3ccccc3c2=O)cc1OC	0.2	2	-2	-0.1	11	-6	-1	-2
CNC(=O)C(=O)Nc1nc(C23CC4CC(CC(C4)C2)C3)cs1	1.1	.	-1	0.0	-1	.	7	1
CC1S/C(=C(\C#N)C(=O)NCc2ccco2)N(c2ccc(F)cc2)C1=O (centres undefined)	.	1	.	.	-15	5	.	0
COc1ccccc1NCC(=O)NNCC(=O)Nc1ccc(F)c(Cl)c1	3.7	.	-3	0.0	-15	-2	5	-10
CCOC(=O)N1CCN(S(=O)(=O)c2ccc(C(=O)Nc3sc4c(c3C#N)CC(C)(C)NC4(C)C)cc2)CC1	-1.1	1	-14	0.0	9	-11	8	5
Nc1nnc(SCC(=O)NC2CCCCC2)s1	.	-11	.	.	10	2	.	-17
